# Screens from PubChem.
# STK33 kinase inh – inhibitors of purified STK33 kinase, primary screen, biochemical, ADP-Glo luminescence, homogeneous, cell-free; Serine/threonine-protein kinase 33 (Homo sapiens), Q9BYT3; MBP phosphorylation; actives 0.073% (n = 320,000); inhibition, % at 10 µM;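 active = inhibition at or above 25%, using the most active replicate where run in duplicate; inactive = inhibition below 25%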
# Target sequence (Q9BYT3 whole entry, looked up): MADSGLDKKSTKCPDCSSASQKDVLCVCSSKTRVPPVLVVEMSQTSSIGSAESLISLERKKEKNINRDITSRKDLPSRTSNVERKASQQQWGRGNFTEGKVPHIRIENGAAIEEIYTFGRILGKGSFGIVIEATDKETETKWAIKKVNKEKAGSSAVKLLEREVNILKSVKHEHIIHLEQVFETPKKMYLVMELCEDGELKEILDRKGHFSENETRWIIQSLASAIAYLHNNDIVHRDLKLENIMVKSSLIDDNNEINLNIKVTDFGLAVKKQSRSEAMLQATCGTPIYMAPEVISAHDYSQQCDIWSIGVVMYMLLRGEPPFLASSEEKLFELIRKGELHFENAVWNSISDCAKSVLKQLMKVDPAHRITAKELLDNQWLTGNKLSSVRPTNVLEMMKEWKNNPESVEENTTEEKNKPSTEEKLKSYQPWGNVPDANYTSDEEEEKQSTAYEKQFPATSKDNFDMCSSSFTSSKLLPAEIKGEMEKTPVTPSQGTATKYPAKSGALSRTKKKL
# Kir21 inh – inhibitors of mouse Kir2.1 inward-rectifier potassium channel; Inward rectifier potassium channel 2 (Mus musculus), P35561; HEK293-Kir2.1, FluxOR thallium flux fluorescence; hits give low values; B-score at 10 µM; actives 0.85% (n = 310,000);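 active = fluorescence ratio B-score at or below minus 3 SD of library scores, with starting-brightness B-score within 2 SD, cut at about -4.2 in these data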;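 also: channel flux triggered by added potassium and thallium sulfate stimulus; B-score of peak minus minimum fluorescence over baseline after thallium stimulus; more negative B-score means stronger Kir2.1 block with less thallium influx; some compounds called inactive have numbers as strong as hits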
# Target sequence (P35561 whole entry, looked up): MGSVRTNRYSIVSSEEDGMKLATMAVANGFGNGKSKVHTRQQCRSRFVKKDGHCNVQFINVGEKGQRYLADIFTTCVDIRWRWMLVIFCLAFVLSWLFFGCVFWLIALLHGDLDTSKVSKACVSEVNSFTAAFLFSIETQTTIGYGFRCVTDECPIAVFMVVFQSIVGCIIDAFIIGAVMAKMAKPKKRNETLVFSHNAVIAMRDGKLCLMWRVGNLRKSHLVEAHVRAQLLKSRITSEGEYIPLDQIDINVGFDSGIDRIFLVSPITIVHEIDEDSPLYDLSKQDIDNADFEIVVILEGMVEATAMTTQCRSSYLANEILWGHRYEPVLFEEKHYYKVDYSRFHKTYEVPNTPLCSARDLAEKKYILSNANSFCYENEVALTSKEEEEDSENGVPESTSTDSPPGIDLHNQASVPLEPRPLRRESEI
# An asterisk follows results filed as active; nt = no result given.
# Start of the data: the first five records, to show the layout:
STK33 kinase inh	Kir21 inh	Structure
-2.8	1.2	CNC(=O)COc1ccc(S(=O)(=O)Nc2ccc(C)cc2)cc1
-0.3	nt	CC(OC(=O)C1=COCCO1)C(=O)c1ccc(Br)cc1 (stereo not given)
-1.3	0.73	COCCNC(=O)COc1ccc(Nc2ccccc2)cc1
0.2	-2.3	CCOc1ccc(C(=O)Nc2ccc(S(=O)(=O)N3CCOCC3)cc2)cc1OCC
0.2	0.74	O=C(/C=C/c1ccc(Cl)cc1)NCc1ccco1

# This part in full, from the first entry:
STK33 kinase inh	Kir21 inh	Structure
-2.8	1.2	CNC(=O)COc1ccc(S(=O)(=O)Nc2ccc(C)cc2)cc1
-0.3	nt	CC(OC(=O)C1=COCCO1)C(=O)c1ccc(Br)cc1 (stereo not given)
-1.3	0.73	COCCNC(=O)COc1ccc(Nc2ccccc2)cc1
0.2	-2.3	CCOc1ccc(C(=O)Nc2ccc(S(=O)(=O)N3CCOCC3)cc2)cc1OCC
0.2	0.74	O=C(/C=C/c1ccc(Cl)cc1)NCc1ccco1
nt	0.01	CCOC(=O)c1ccc(NCCc2ccc(OC)c(OC)c2)c(N)c1
-0.4	0.66	CC(/C=N/NC(=O)c1cccnc1)=C\c1ccccc1
-2.0	-1.9	Cc1cccc(-c2cc(C(=O)Nc3cccnc3)c3ccccc3n2)c1
-0.7	0.47	O=C(C1CCCCN1S(=O)(=O)c1ccccc1)N1CCN(Cc2ccccc2)CC1 (stereo not given)
-1.9	1.8	CCCOP(=O)(c1ccc(N(C)C)cc1)C(O)c1cc(OC)ccc1OC (stereo not given)
-0.8	-1.3	Cc1ccc(NC(=O)CCNC(=O)Cn2cnc3ccccc3c2=O)cc1F
nt	-0.32	Cc1ccc(NC(=O)CCC(=O)NNC(=O)c2cccs2)cc1C
0.8	1.1	COc1nc(-c2ccc3c(c2)OCO3)n(-c2ccc(NC(=O)CSc3ccccc3)cc2)n1
-1.2	nt	CC1CCC2(CC1)NC(=O)N(CC(=O)Nc1cc(S(=O)(=O)N3CCCC3)ccc1Cl)C2=O (stereo not given)
-0.2	0.6	Fc1ccc(CN2CCN(C(=S)NCCc3ccccc3)CC2)c(Cl)c1
-2.8	-2.6	Cc1cnc(CN(C)C(=O)CC2C(=O)NCCN2Cc2cccc(F)c2F)[nH]1 (stereo not given)
-1.2	-2.1	COc1cccc(/C=N/NC(=O)c2c(C)nc3ccc(Cl)cn23)c1O
-0.3	1.6	COc1ccc(C(=O)Nc2cccc(/C=C(\CCC(=O)O)c3nc4ccccc4s3)c2)cc1
-0.1	-3.9	O=S(=O)(NCc1cccnc1)c1ccc(Br)c2ccccc12
0.9	0.06	FC(F)(F)c1cc(Oc2ccc(Cl)cc2)nc(-c2ccccn2)n1
-0.7	0.73	CCOC(=O)/C(=N\Nc1cc(Cl)ccc1Cl)N1CCN(CC)CC1
0.5	0.82	Cc1cc2ccc(C)c(C)c2nc1SCC(=O)c1cccs1
-1.8	-7.4*	COc1ccccc1CN(C)C(=O)C1(c2ccc(Cl)cc2)CC1
-0.9	0.99	Cc1ccc(S(=O)(=O)NCC(=O)NCC(=O)OCC(=O)NC(=O)NC(C)(C)C)cc1C
0.6	0.54	COc1ccc(C(=O)NCC(=O)OCC(=O)NC(=O)NC2CCCCC2)cc1OC
0.3	-0.87	COc1ccc(S(=O)(=O)NCC2CCCN(C(=O)c3ccco3)C2)cc1 (stereo not given)
-1.0	0.56	Cc1ccc(C)c(S(=O)(=O)N2CCN(C(=O)C3CCN(c4ncnc5sc(C)c(C)c45)CC3)CC2)c1
-0.7	0.67	Cc1ccccc1S(=O)(=O)Cc1ccc(C(=O)NC2CCCCC2C)o1 (stereo not given)
1.0	0.94	CCNC(=O)c1ccc(N(C)S(=O)(=O)c2cccs2)cc1
-0.3	-0.45	O=C(Nc1ccccc1Cl)N1CCN(c2ccc3nncn3n2)CC1
-0.6	0.21	Cc1nc(C)n(CCNS(=O)(=O)c2ccccc2)n1
-0.6	-0.21	Cc1cc(C)n2nc(C(=O)OCC(=O)c3cc(C)n(C)c3C)nc2n1
-0.3	0.1	Cc1ccc(-c2ccc(CCC(=O)O)n2NC(=O)c2cccs2)cc1
-0.9	-0.3	COc1ccc(/C=C\c2onc(C)c2S(=O)(=O)N2CCC(C(=O)NCc3ccco3)CC2)cc1
-2.2	0.01	Cc1nnc(SCC(=O)NNC(=O)c2ccccc2)n1-c1ccccc1
-0.1	nt	Cn1c(-c2ccsc2)c(-c2cccs2)c2cc(-c3cccc4[nH]ccc34)ccc21
0.9	-0.02	Cc1c(C(=O)N2CCCCC2)c(S(=O)(=O)N2CCN(c3ccccc3F)CC2)c(C)n1C
0.0	0.45	O=C(CN1CCN(c2ccc(O)cc2)CC1)NC(c1ccccc1)c1ccccc1
-0.5	0.84	COc1ccc(OCc2nnc(SCC(=O)Nc3ccccc3Cl)o2)cc1
0.2	0.91	CCc1nnc(NC(=O)CSc2nnc(-c3ccc(S(=O)(=O)N4CCCC4)cc3)n2CC)s1
-2.1	0.02	CCOCCCNC(=O)C(NC(=O)c1ccccc1O)c1ccccc1 (stereo not given)
-1.2	0.89	CCOc1ccc2c(c1)C(C)=CC(C)(C)N2C(=O)Nc1ccccc1F
-1.0	0.47	O=C(CSc1ccc(-c2ccco2)nn1)NCc1ccccc1Cl
-1.9	-0.26	Cc1c(N=Cc2c(O)n(C3CCCCC3)c(=O)[nH]c2=O)c(=O)n(-c2ccccc2)n1C
1.7	-0.71	CC1(C)CC(=O)C2=C(C1)Nc1ccccc1NC2
-2.8	-0.49	COc1cccc(C(C(=O)NC2CCCCC2)N(CCN2CCOCC2)C(=O)C2COc3ccccc3O2)c1 (stereo not given)
-1.2	-0.54	O=C(NCCN1CCOCC1)NC1(C(F)(F)F)Oc2ccc(Cl)cc2O1 (stereo not given)
-4.3	-0.42	CCOc1ccc2[nH]c(S(=O)(=O)CC)nc2c1Cl
0.5	-0.37	O=C(Oc1ccccc1N1C(=O)C2CC=CCC2C1=O)c1ccc(Br)cc1 (stereo not given)
-0.8	0.01	COC(=O)C1=CN(Cc2ccc(OC)cc2)C=C(C(=O)OC)C1c1cccs1
1.1	-0.65	O=C1S/C(=C/c2ccccc2)C(=O)N1CC(O)Cn1c2ccccc2c2ccccc21 (stereo not given)
-1.3	-0.98	COC(=O)CSc1nc2ccc(N)cc2s1
-1.5	0.36	Nc1ccc(C(=O)N2N=C(c3ccc(F)cc3)CC2(O)C(F)(F)F)cc1 (stereo not given)
-1.4	0.44	COc1ccc(Cl)cc1NC(=O)c1nnn(CC(=O)Nc2cc(C)cc(C)c2)c1N
-0.5	-0.17	Cc1cc(C(=O)OCC(=O)c2ccc(Cl)c([N+](=O)[O-])c2)c2cccc(C)c2n1
0.4	nt	COc1ccc(NC(=O)Nc2ccc3c(c2)C(=O)N([C@H](C)CO)C[C@H](C)[C@@H](CN(C)C(=O)Nc2c(C)noc2C)O3)cc1
-2.5	nt	COc1cccc(CN(C)C(=O)c2cc(S(=O)(=O)NC3CCCCC3)ccc2C)c1
-2.7	0.01	COc1ccc(CNc2nc3ccccc3n2C(C)C)cc1
-1.4	0.05	O=C1C2=C(c3ccccc31)[N+](=O)[C@@H]1CCCC[C@@H]1N2[O-]
-0.1	0.52	COc1ccccc1/C=N/NC(=O)c1cccc(OC(F)(F)C(F)F)c1

# The list goes on:
STK33 kinase inh	Kir21 inh	Structure
-1.4	0.13	CN1CCN(C(=O)c2ccc3c(=O)n(Cc4ccc(Cl)cc4)c(=S)[nH]c3c2)CC1
-1.4	1	O=S(=O)(CCc1nnc(-c2ccc(Br)cc2)o1)c1ccc(Cl)cc1
-2.2	-1.1	COc1ccc(C(=O)C2CCCN(C(=O)c3ccc(CSC)o3)C2)cc1F (stereo not given)
-3.3	1.1	C[C@]12C=CC(=O)C=C1CC[C@@H]1[C@@H]2[C@@H](O)C[C@@]2(C)[C@H]1CC[C@]2(O)C(=O)CO
-2.1	0.1	Cc1ccccc1C(=O)Nc1ccc(C(=O)N/N=C/c2ccc(O)c(Br)c2)cc1
-0.7	-0.01	CNc1ccc(S(=O)(=O)NC)cc1[N+](=O)[O-]
-0.4	0.33	O=C(O)CCC1COc2ccccc2O1 (stereo not given)
-0.7	1.7	c1nc2nc3c(c(N4CCOCC4)n2n1)CCCC3
-1.4	nt	CCN(CC)S(=O)(=O)c1cc(NC(=O)CCn2[nH]c(=O)ccc2=O)ccc1C
-1.8	0.35	COC(=O)Cn1c(=NC(=O)CN2C(=O)CCC2=O)sc2cc(S(N)(=O)=O)ccc21
2.7	0.4	CCCOC(=O)C1=C(C)NC2=C(C(=O)CCC2)C1c1cccc(OC)c1OC (stereo not given)
0.8	nt	O=C(Nc1cccc(F)c1)c1cc(S(=O)(=O)N2CCOCC2)ccc1N1CCCC1
-1.0	-0.14	CCOC(=O)Cn1c(=O)oc2cc(S(=O)(=O)Nc3ccc(F)cc3)ccc21
2.2	-1	Cc1nn(-c2ccc(NC(=O)c3ccncc3)cc2)c(C)c1Cl
0.4	0.9	COC(=O)C1=C(C)Nc2sc(C(N)=O)c(N)c2C1c1ccncc1 (stereo not given)
-1.2	-0.49	CC(c1nc2ccccc2c(=O)[nH]1)N(C)CCOc1ccc(Cl)cc1 (stereo not given)
-1.8	0.01	O=C(OCc1nc2scc(-c3ccccc3)c2c(=O)[nH]1)c1cc([N+](=O)[O-])ccc1Cl
0.4	0.82	Cc1cccc([C@@H]2[C@@H]3C(=O)N(Cc4ccccc4)C(=O)[C@@H]3[C@]3(Cc4ccccc4)C(=O)N(c4cccc(F)c4)C(=O)N23)c1
0.2	2	O=c1cc[nH]c2ccc(Cl)cc12
-0.5	-1.7	Cc1cc(Br)cc(Br)c1OCC(=O)NNC(=O)c1ccoc1C
1.2	-0.03	Cc1ccc2c(c1)nnn2C1CCN(C(=O)c2cccs2)CC1
-2.4	-2	CC(Oc1ccccc1C(N)=O)C(=O)Nc1ccc(S(=O)(=O)N2CCCC2)cc1 (stereo not given)
-0.3	-0.7	CC1CN(C(=O)c2cccc(S(=O)(=O)N3CCN(c4ccc(F)cc4)CC3)c2)CC(C)O1 (stereo not given)
-1.0	nt	CCCCCCCNC(=O)C1(CC2CC(c3ccccc3)=NO2)CCN(C(=O)OC(C)(C)C)CC1 (stereo not given)
0.3	-0.27	COc1ccc(-c2nnc(NC(=O)CS(=O)(=O)c3ccc(F)cc3)o2)c(OC)c1
-1.8	0.76	Cc1cccc(CSCCNC(=O)c2ccc(N(C)S(=O)(=O)c3ccccc3)cc2)c1
-4.3	-0.23	Cc1ccc2ccccc2c1COC(=O)c1nonc1N
-2.2	0.06	CCCCCn1c(N)c(-c2nc3ccccc3o2)c2c([N+](=O)[O-])nn(C)c(=O)c21
-0.4	-2.3	O=C(NCCN1CCCCC1)Nc1cccc(F)c1
-0.5	-1	N#CCC(=O)Nc1ccc(C(=O)N2CCN(c3ccccn3)CC2)cc1
-0.1	0.43	CCC(C(=O)NCCN1CCOCC1)n1nc(C)n2c(cc3sccc32)c1=O (stereo not given)
-1.2	nt	Cc1ccc(NC(=O)CSc2nnc(C)n2C2CC2)cc1S(=O)(=O)N1CCOCC1
-1.1	2.1	Cc1cccc2c1cnn2C(=O)CCC(=O)NCc1ccc(F)cc1
-0.9	-0.35	Cc1ccc2c(c1)N(CCC(=O)NCc1ccco1)C(=O)CO2
-0.3	0.93	COc1ccc(-n2nc(C(=O)NCC(=O)NCc3ccccc3OC)c3ccccc3c2=O)cc1
-1.2	0.34	Nc1nc(SCC(=O)Nc2ccc([N+](=O)[O-])cc2)n[nH]1
-0.9	nt	Cc1cc(C)n(-c2ccc(C(=O)N3CCN(S(=O)(=O)c4ccc(C(C)C)cc4)CC3)cc2)n1
1.0	0.07	O=c1c(-c2ccc(F)cc2)[n+]([O-])c2ccccc2n1OCc1ccccn1
-0.4	-0.83	O=C1c2ccccc2C(=O)N1CC(O)COc1ccc(Cl)cc1 (stereo not given)
-1.9	0.38	O=C(O)CN1CCN(Cc2ccccc2)C1=O

# Quoted at random: five compounds from above.
STK33 kinase inh	Kir21 inh	Structure
-0.9	nt	Cc1cc(C)n(-c2ccc(C(=O)N3CCN(S(=O)(=O)c4ccc(C(C)C)cc4)CC3)cc2)n1
1.0	0.07	O=c1c(-c2ccc(F)cc2)[n+]([O-])c2ccccc2n1OCc1ccccn1
-0.3	0.93	COc1ccc(-n2nc(C(=O)NCC(=O)NCc3ccccc3OC)c3ccccc3c2=O)cc1
-0.5	-1	N#CCC(=O)Nc1ccc(C(=O)N2CCN(c3ccccn3)CC2)cc1
-2.4	-2	CC(Oc1ccccc1C(N)=O)C(=O)Nc1ccc(S(=O)(=O)N2CCCC2)cc1 (stereo not given)

# Carrying on.
STK33 kinase inh	Kir21 inh	Structure
-1.1	-0.53	N#Cc1nc(-c2ccccc2Cl)oc1NCc1ccco1
-0.1	-0.17	Cc1ccc(/C=N/NC(=O)Cn2nnc(N)n2)o1
-2.5	1.3	NNc1nc(-c2ccccc2)cc(-c2ccc(Br)cc2)n1
-0.6	-1.4	CCn1c(O)c(/C=C2\C=Nc3ccccc32)sc1=Nc1ccccc1
-1.9	-0.78	CCN(CCCNC(=O)Cn1ncc2c([nH]c3ccc(C)cc32)c1=O)c1cccc(C)c1
-1.1	1.5	CCOc1ccc2[nH]c(=O)c(CN(Cc3nnnn3CCc3ccccc3)CC3CCCO3)cc2c1 (stereo not given)
-0.6	nt	CC(=O)Nc1ccc(SCC(=O)Nc2ccccc2N2CCOCC2)cc1
-1.3	1.8	COc1ccc2nc(SCC(=O)N3CC(=O)Nc4ccccc43)c(C#N)cc2c1
-0.6	-0.02	Cc1cnc(NC(=O)c2c(-c3ccccc3)noc2C)s1
